Screening data from PubChem.
Giardia killer – kills Giardia lamblia; 340,000 tested, 0.15% active; activity change, % at 7.66 µM, hits read low; Giardia lamblia trophozoite viability; in the data active = activity change below about -80%; inconclusive = between about -30% and that limit;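 also: parasites exposed to compound for two days anaerobically before the ATP read; % is scaled to controls: 0 for no effect and ±100 for the full control effect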
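Trophozoite viability was measured as ATP-dependent luminescence, read 15-30 min after reagent addition. Before that, parasites at 100 cells/well were exposed to compounds for 48 h, anaerobically, at 37 deg C.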
hERG WT inh – inhibitors of human wildtype KCNH2 potassium channel; Q12809; U2OS, BacMam KCNH2, thallium flux FluxOr; active compounds read low; AID 720551; activity change, % at 1.84 µM; 340,000 tested, 0.37% active;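 active = maximum activity change below -70%; inconclusive = maximum activity change between -70% and -50%; inactive = maximum activity change above -50%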; also: % is scaled to controls: 0 for no effect and ±100 for the full control effect
Target sequence (Q12809 whole entry, looked up): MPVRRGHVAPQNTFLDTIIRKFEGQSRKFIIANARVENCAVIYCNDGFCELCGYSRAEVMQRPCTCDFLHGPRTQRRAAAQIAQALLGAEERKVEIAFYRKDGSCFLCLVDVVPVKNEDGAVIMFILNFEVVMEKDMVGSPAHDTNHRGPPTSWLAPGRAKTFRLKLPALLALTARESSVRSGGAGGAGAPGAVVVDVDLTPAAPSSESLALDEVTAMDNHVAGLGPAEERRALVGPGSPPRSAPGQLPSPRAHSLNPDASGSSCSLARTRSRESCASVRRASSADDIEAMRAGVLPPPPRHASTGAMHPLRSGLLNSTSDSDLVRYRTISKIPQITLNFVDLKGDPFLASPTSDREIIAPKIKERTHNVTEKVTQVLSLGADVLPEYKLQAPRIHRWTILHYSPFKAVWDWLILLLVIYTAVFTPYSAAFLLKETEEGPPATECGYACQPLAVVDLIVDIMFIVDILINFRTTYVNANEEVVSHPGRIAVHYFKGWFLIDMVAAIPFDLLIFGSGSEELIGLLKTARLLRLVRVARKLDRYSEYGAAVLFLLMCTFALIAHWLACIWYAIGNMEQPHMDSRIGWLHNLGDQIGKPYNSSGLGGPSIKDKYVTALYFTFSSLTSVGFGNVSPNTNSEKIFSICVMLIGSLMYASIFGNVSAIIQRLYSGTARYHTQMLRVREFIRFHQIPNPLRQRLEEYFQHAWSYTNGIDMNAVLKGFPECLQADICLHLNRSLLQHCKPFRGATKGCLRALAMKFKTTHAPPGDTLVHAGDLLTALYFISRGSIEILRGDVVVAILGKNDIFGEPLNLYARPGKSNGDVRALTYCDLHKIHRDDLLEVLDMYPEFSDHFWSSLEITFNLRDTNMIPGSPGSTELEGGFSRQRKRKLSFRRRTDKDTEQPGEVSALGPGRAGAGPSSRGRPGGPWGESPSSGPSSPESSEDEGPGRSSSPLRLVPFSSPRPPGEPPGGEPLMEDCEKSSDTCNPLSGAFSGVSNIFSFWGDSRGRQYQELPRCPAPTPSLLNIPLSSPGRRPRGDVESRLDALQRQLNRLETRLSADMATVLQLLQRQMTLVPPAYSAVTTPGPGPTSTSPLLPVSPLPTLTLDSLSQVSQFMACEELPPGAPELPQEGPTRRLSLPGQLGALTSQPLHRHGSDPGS
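U2OS cells were transduced with wild-type KCNH2 virus (2.03 x 10^8 / mL) for 4 h at room temperature, then cultured overnight at 37 C. Thallium flux was read with FluxOr dye. Rate constants were normalized to DMSO controls.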
TCR activator – T cell receptor activation | primary human leukocytes, anti-CD3, IL-2 HTRF, 48 h | Potency, µM (top dose mostly 9.22 µM), inactives show at the highest dose activation of IL-2 secretion, most hits filed as activators | 330,000 tested, under 10 active; active = well fitted activation curve with a large enough effect; inconclusive = small, poorly fitted or top-dose-only effect, or another doubt; inactive = no such curve, though single readings can be large or run the other way; also: % of control where 0% means no effect
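Primary human leukocytes were stimulated with a-CD3 beads plus compounds for 48 hr without co-stimulation; secreted IL-2 was quantified by HTRF using a-IL-2-K (europium cryptate) and a-IL-2-d2, excited at 320nm with acceptor emission read at 665nm.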
* marks the source's active call; other numbers are inactive results; ? = inconclusive; [ ] = dose if it differs, or a comment.

| structure | Giardia killer | hERG WT inh | TCR activator |
| --- | --- | --- | --- |
| Cc1nc(N)[nH]c(=O)c1CCCNS(=O)(=O)c1ccc([N+](=O)[O-])cc1 | -21 | -6 | 2% |
| COc1ccc(OC)c(S(=O)(=O)Nc2cccc3ccc(O)cc23)c1 | 9 | 4 | -22% |
| O=C(CSCC(=O)NN=Cc1ccccc1)NN=Cc1ccccc1 | -7 | 8 | 2% |
| CC1=NN(c2ccccc2)C(=O)/C1=C/c1ccc(-c2ccc(C)c(C(=O)O)c2)o1 | -22 | -5 | -3% |
| O=C(Nc1cc([N+](=O)[O-])c2[nH]c(=O)c3ccccc3c2c1)C(F)(F)F | ? | 1 | 5% |
| O=C1NC(=O)C(Cc2ccccc2)(c2ccccc2)N1 (stereo not given) | -5 | -3 | -3% |
| Cc1cc(O)c(C(C)C)cc1N=Cc1ccccc1[N+](=O)[O-] | 7 | 4 | -2% |
| Clc1ccc(-c2nc(-c3ccncc3)no2)c(Cl)c1 | 7 | -33 | -2% |
| CCNC1(C#N)CCN(Cc2ccccc2)CC1 | 5 | -7 | 0% |
| Cc1c(Cl)cccc1NC(=S)NCc1ccccc1 | -13 | 5 | -2% |
| Cc1cn([C@H]2C[C@H](O)[C@@H](CCC(=O)NC(c3ccccc3)c3ccccc3)O2)c(=O)[nH]c1=O | 11 | 2 | 11% |
| Cc1nn(-c2nccs2)c2c1C(=O)CC(C)(C)C2Br (stereo not given) | -9 | 4 | -1% |

Whole records, quoted from the list. Screens in order: Giardia killer, hERG WT inh, TCR activator
`Cc1c(Cl)cccc1NC(=S)NCc1ccccc1` in the list: -13, 5, -2%
`O=C1NC(=O)C(Cc2ccccc2)(c2ccccc2)N1` (stereo not given) in the list: -5, -3, -3%
`CC1=NN(c2ccccc2)C(=O)/C1=C/c1ccc(-c2ccc(C)c(C(=O)O)c2)o1` in the list: -22, -5, -3%
`COc1ccc(OC)c(S(=O)(=O)Nc2cccc3ccc(O)cc23)c1` in the list: 9, 4, -22%
`Cc1cc(O)c(C(C)C)cc1N=Cc1ccccc1[N+](=O)[O-]` in the list: 7, 4, -2%

(next part)
| structure | Giardia killer | hERG WT inh | TCR activator |
| --- | --- | --- | --- |
| CCO[C@@H]1OC(C(=O)NCc2nc3ccccc3[nH]2)=C[C@H](C(C)(C)C)[C@H]1CCCO | -15 | 2 | -6% |
| O=C(Oc1ccc(-c2ccccc2)cc1)c1ccco1 | 1 | -3 | -11% |
| Cc1cc2[nH]c3c4ccccc4nc(C)c3c2cc1C | -25 | -1 | -4% |
| Cc1cc(NC(=O)C(Cl)Cl)cc2c1OCO2 | 5 | 4 | -2% |
| CC1(c2nnc(-c3ccncc3)o2)CC(c2ccccc2)=NO1 (stereo not given) | -7 | 5 | 1% |
| CCC1(O)C(=O)OCc2c1cc1n(c2=O)Cc2cc3cc(O)ccc3nc2-1 (stereo not given) | -27 | 2 | -32% |
| CCCCCCCCNc1ncnc2[nH]ncc12 | -12 | 0 | 9% |
| COc1cccc(/C=C/C(=O)NCC2CCCCC2)c1 | -1 | 14 | -1% |
| Cc1ccc(S(=O)(=O)Cn2nnnc2C(C(C)C)N2CCN(C(=O)c3ccco3)CC2)cc1 (stereo not given) | 8 | 7 | -6% |
| O=[N+]([O-])c1ccccc1C(O)Cc1ccccn1 (stereo not given) | 0 | 1 | 7% |
| COc1ccc(-c2sc(Nc3cccc4ccccc34)n[n+]2C)c(C)c1C | -3 | -22 | 7% |
| COCCN(C(=O)C(C)N1C(=O)c2ccccc2C1=O)c1c(N)n(CC(C)C)c(=O)[nH]c1=O (stereo not given) | 8 | -1 | 3% |
| COc1cc(OC)c(C(=O)OCC(=O)N2CCN(S(=O)(=O)c3ccc(C)cc3C)CC2)cc1OC | -2 | -6 | -5% |
| CC(NC(=O)CSc1ccc(S(=O)(=O)N2CCOCC2)cn1)c1ccc(Cl)cc1Cl (stereo not given) | 12 | -9 | -3% |
| Cc1ccc(CNC(=O)C2CC(c3ccccc3C(F)(F)F)=NO2)o1 (stereo not given) | -9 | -1 | -52% |
| CCC(Cc1ccccc1)OC(=O)c1ccccc1C(=O)O (stereo not given) | -19 | 5 | -2% |
| CCOc1ccccc1Nc1nc(N)nc(Cl)c1CC | 1 | -4 | -7% |
| O=C(COC(=O)c1cc(=O)[nH]c2ccccc12)Nc1ccc(Cl)c(S(=O)(=O)N2CCOCC2)c1 | 5 | 1 | -4% |
| CCO[C@@H]1OC(C(N)=O)=C[C@H](C2CC2)[C@H]1CCCO | 2 | 3 | -4% |
| COc1ccc(C(=O)c2ccc(C)cc2)c(OC)c1OC | 19 | 1 | 0% |
| CC(C)C[C@H]1CN([C@@H](CC(C)C)CN2CCCC2CN2C(=S)NC[C@@H]2Cc2ccc(O)cc2)C(=S)N1CC1CCCCC1 (stereo not given in full) | 26 | -19 | 9% |
| CCOc1cc2c(cc1O)C(=NO)CC1C2CCC2(C)C(O)CCC12 (stereo not given) | 0 | -18 | 5% |
| COc1ccc(C(=O)Nc2ccc(S(=O)(=O)N3CCN(C)CC3)cc2)cc1 | -9 | -5 | 5% |
| COc1ccc(CC(=O)NC(C)c2ccc(Cl)c(Cl)c2)cc1S(=O)(=O)N1CCOCC1 (stereo not given) | 25 | 30 | 3% |
| O=C1OC(c2ccccc2)(c2cc(Br)c(O)c(Br)c2)c2ccccc21 (stereo not given) | -11 | 0 | -1% |
| O=C(O)c1ccc(-c2cccc(Cl)c2)o1 | 11 | 13 | 0% |
| O=C1CC2CC1C(C(=O)O)C2C(=O)O (stereo not given) | -19 | 7 | -24% |
| Oc1[nH]c2ccccc2c1N=Nc1ccccn1 | 8 | 20 | -7% |
| c1ccc(CCc2ccccn2)cc1 | 1 | 15 | -4% |
| Cc1ccc(NC(=O)C2(c3ccccc3)CCCC2)nc1 | -19 | -6 | 1% |
| O=C(O)c1ccc(Cn2cnc3c(=S)nc[nH]c32)cc1 | 12 | 3 | -1% |
| Nc1ccc2c(c1)C(=Cc1cccnc1)c1ccccc1-2 | -1 | -4 | -2% |
| O=C(NC1CCN(Cc2ccccc2)CC1)c1cc(S(=O)(=O)N2CCOCC2)ccc1Cl | -4 | -2 | -2% |
| Nc1ccc2c(=O)[nH][nH]c(=O)c2c1 | 12 | -1 | -3% |
| Fc1ccc(CSc2ncnc3c2ncn3C2CCCCO2)cc1 (stereo not given) | 7 | -6 | 4% |
| O=C(CNC(=O)c1ccccc1Br)NCC(c1ccco1)N1CCCCC1 (stereo not given) | -10 | 2 | 10% |
| O=C(O)c1cccc(O)c1O | 5 | -3 | -17% |
| Cc1cc(=O)n2[nH]c(SCc3c(F)cccc3Cl)nc2n1 | 11 | 1 | 0% |
| O=C(NCc1ccccc1)c1onc(CSc2ccncc2)c1C(=O)NCc1ccccc1 | 18 | 2 | 0% |
| CCOc1cc(C(=O)OC(C)C(=O)Nc2ccccc2OC)ccc1OCC(=O)N1CCOCC1 (stereo not given) | -23 | 9 | -16% |
| Cc1cccc(C)c1NC(=O)CN1CCc2ccccc2C1 | 4 | -2 | -12% |
| CCN(C(=O)C=Cc1ccco1)c1ccccc1 | -8 | -1 | -6% |
| COc1ccc2c(c1)CC(N1CCN(C)CC1)c1cc(OC)ccc1S2 (stereo not given) | 19 | 14 | -2% |
| CCN(C(=O)COC(=O)c1ccccc1NCc1ccco1)c1c(N)n(Cc2ccccc2)c(=O)[nH]c1=O | 15 | -3 | -2% |
| Cc1ccc(NC(=O)CSc2nnc(COc3ccccc3F)n2N)cc1S(=O)(=O)N1CCOCC1 | -21 | 6 | 3% |
| Cn1c(=O)c2[nH]c(NN=Cc3ccc(Br)cc3)nc2n(C)c1=O | -10 | -2 | -1% |
| C=CCC1(C(=O)N(C)Cc2ccccc2)CCN(C(=O)OC(C)(C)C)CC1 | 73[activator] | 3 | 2% |
| O=C(Cc1ccc(S(=O)(=O)N2CCOCC2)s1)N1CCN(S(=O)(=O)c2cccc(F)c2)CC1 | 1 | -3 | 8% |
| CN(C)CCCN1C(=O)C(O)=C(C(=O)c2cc3ccccc3o2)C1c1ccccn1 (stereo not given) | -11 | 3 | -2% |
| O=C1CCC([N+](=O)[O-])C(c2ccc(C(F)(F)F)cc2)N1 (stereo not given) | -16 | 2 | -1% |
| CC1(C)C=Cc2cc(-c3coc4cc(O)cc(O)c4c3=O)cc(O)c2O1 | -16 | -7 | -1% |
| CN1CCN(C(=O)C2=C[C@H](c3ccc(C(F)(F)F)cc3)C[C@H](OCCCCO)O2)CC1 | -19 | 29 | -2% |
| CC(=O)Nc1cc2c(cc1Cl)-c1ccccc1C2O (stereo not given) | -2 | -5 | 0% |
| Nn1c(=S)[nH]c2sc3c(c2c1=O)CCCC3 | 8 | -3 | -5% |
| COC(=O)c1c(NC(=O)c2ccnn2C)sc(C)c1C | 12 | 24 | 3% |
| COc1ccccc1C=NNc1ccc([N+](=O)[O-])cn1 | -2 | -1 | -3% |
| Cc1ccc(S(=O)(=O)Nc2ccc(S(=O)(=O)N3CCOCC3)cc2)cc1 | -6 | -6 | -2% |
| CC(C)c1ccc(S(=O)(=O)N2CCN(C(=O)c3cccc(S(=O)(=O)N4CCOCC4)c3)CC2)cc1 | 19 | -3 | 6% |
| O=C(c1ccccc1)C1N=NCC1c1ccc(Cl)cc1 (stereo not given) | 20 | 3 | 3% |
| O=C(CNS(=O)(=O)c1ccc(F)cc1)N1CCCC1 | 14 | -11 | -6% |

More compounds:
| structure | Giardia killer | hERG WT inh | TCR activator |
| --- | --- | --- | --- |
| CCN(CC)C(=S)SCC(=O)Nc1cccc(C(F)(F)F)c1 | -5 | 3 | -1% |
| CC(=NNS(=O)(=O)c1ccc([N+](=O)[O-])cc1)c1ccc(C)cc1 | 10 | -7 | 3% |
| O=C(NC1CCCCC1)c1ccc([N+](=O)[O-])cc1 | 1 | -1 | -11% |
| Cc1cc(C)c(S(=O)(=O)Nc2ccccc2)c(C)c1 | 2 | -12 | 1% |
| O=C1C(CO)C(CO)C(CO)C1CO (stereo not given) | 14 | 0 | -17% |
| COc1ccc(OC)c(NC(=O)C(C#N)=Cc2ccco2)c1 | 31[activator] | 1 | 0% |
| C=CCn1c(COc2cccc(C)c2)nnc1SCC(=O)c1c(N)n(C)c(=O)n(C)c1=O | -6 | 2 | -1% |
| CCCC(=O)NC(=S)Nc1c(C)cc(Br)cc1C | -5 | 1 | 1% |
| CC(C)c1cc(N=O)cc(C(C)C)c1O | 10 | -7 | 1% |
| CC(C)=CCc1cc([C@@H]2COc3c(ccc4c3C=CC(C)(C)O4)C2)c(O)cc1O | -9 | -1 | -3% |
| CCOC(=O)c1c(NS(=O)(=O)c2ccc(Br)cc2)sc2c1CCC2 | ? | 1 | 2% |
| CC(=O)C1C=CC(C)(C(=O)O)C2C=C(C)C(=O)C(C)(O)C12 (stereo not given) | 6 | -4 | 3% |
| CCOc1ccc(NC(=O)OCCN2CCN(CCc3ccccc3)C(C)C2)cc1 (stereo not given) | -20 | -3 | 1% |
| O=C(Cc1cccc(NC(=O)C2CCCN(C(=O)C3CC3)C2)c1)Nc1ccc(C(=O)N2CCCCC2)cc1 (stereo not given) | -11 | 3 | -4% |
| CC(C)Oc1ccc(C(=O)CCN2CCOCC2)cc1 | 28 | 6 | -3% |
| c1ccc(OCCN2CCNCC2)cc1 | 18 | -4 | -3% |
| CCCCN(CCCC)c1nn[nH]n1 | -9 | -2 | 1% |
| CN(C)CCO/N=C(\c1ccc(Br)cc1)c1cccnc1 | -2 | 19 | 3% |
| CC(=O)Nc1ccc2c(c1Br)Cc1ccccc1-2 | -13 | -1 | -10% |
| CCOC(=O)[C@@H]1CSCCS(=O)(=O)N1Cc1ccccc1Br | -10 | 17 | -1% |
| CCOc1ccccc1-c1nc2c(s1)CCc1onc(-c3ccc(OC)cc3)c1-2 | 10 | 11 | -2% |
| Oc1c(Br)cc(Br)cc1/C=N/c1nc2c(s1)CCCC2 | -4 | 2 | 3% |
| COc1ccc2nc(NCc3ccc(OC)c(OC)c3OC)sc2c1 | -9 | 0 | 6% |
| O=C(O)C(Oc1ccc(Cl)cc1)c1ccc(Cl)cc1 (stereo not given) | -4 | -9 | -2% |
| O=C(ONC(=O)C1C2C=CC(C2)C1C(=O)NOC(=O)c1ccccc1)c1ccccc1 (stereo not given) | 10 | 12 | -4% |
| CC12CCC(=O)C=C1C(O)CC1C2CCC2(C)C1CCC2(O)C(=O)CO (stereo not given) | -13 | -7 | 2% |
| CC(=O)OCC(=O)C1(O)CCC2C3CCC4=CC(=O)CCC4(C)C3(Cl)C(O)CC21C (stereo not given) | 10 | 10 | -2% |
| CCCCCCC(=O)Nc1ccc(S(=O)(=O)Nc2onc(C)c2C)cc1 | -6 | 0 | 4% |

2 entries from above, field by field:
CC12CCC(=O)C=C1C(O)CC1C2CCC2(C)C1CCC2(O)C(=O)CO (stereo not given)
  Giardia killer = -13
  hERG WT inh = -7
  TCR activator = 2%

CC(=O)OCC(=O)C1(O)CCC2C3CCC4=CC(=O)CCC4(C)C3(Cl)C(O)CC21C (stereo not given)
  Giardia killer = 10
  hERG WT inh = 10
  TCR activator = -2%

Only part of the results is shown, so the mix of outcomes need not match the whole.
